GSK3A inh = inhibitors of human GSK-3 alpha kinase; P49840; ADP-Glo luminescence, 60 min; inhibition, % at 10 µM; 0.1% of 320,000 active; AID 2650;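 in the data active = inhibition above about 50%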;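 note: GST-tagged GSK-3 alpha with peptide substrate and 25 µM ATP; 0% = DMSO neutral wells and 100% = GW8510 positive control wells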
Target sequence (P49840 whole entry, looked up): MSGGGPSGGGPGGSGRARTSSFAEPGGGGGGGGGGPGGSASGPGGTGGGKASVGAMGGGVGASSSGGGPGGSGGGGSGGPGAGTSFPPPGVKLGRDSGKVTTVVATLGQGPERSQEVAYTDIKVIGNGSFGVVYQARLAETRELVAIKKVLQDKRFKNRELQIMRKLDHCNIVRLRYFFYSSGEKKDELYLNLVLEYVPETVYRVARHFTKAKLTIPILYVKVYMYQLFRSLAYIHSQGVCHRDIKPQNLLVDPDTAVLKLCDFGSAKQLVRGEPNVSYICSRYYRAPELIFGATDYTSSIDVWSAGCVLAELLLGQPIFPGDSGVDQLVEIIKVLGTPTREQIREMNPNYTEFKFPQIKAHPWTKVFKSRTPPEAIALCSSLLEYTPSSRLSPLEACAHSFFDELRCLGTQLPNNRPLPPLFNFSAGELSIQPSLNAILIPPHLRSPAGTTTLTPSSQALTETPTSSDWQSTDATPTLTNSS
Platelet DG rel = modulates dense granule release in human platelets | AID 1663 | inhibition, %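 (compounds screened at 7.5 µM in platelet-rich plasma)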 | 0.22% of 300,000 active | human platelet-rich plasma, SFLLRN dense granule ATP release, luminescence;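 active = mean replicate score, as percent of positive control, at or above 50; inconclusive = mean below 50 but at least one replicate at or above 50; inactive = mean and every replicate below 50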
PolyA inhibitor = inhibitors of polyadenylation in S. cerevisiae; S. cerevisiae SKY197-pL101 polyadenylation reporter, beta-gal luminescence; efflux-impaired pdr1/pdr3 knockout yeast; score 100 = 6 SD above DMSO; calls only at 12 µM; 0.02% of 300,000 active;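 active = lowest replicate activity score at least 50, where 100 means six control SD above control mean; inconclusive = lowest score under 50 but half or more replicates reach 50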;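 note: yeast exposed to compound for 9 h at 30 °C; higher score means more reporter readthrough which indicates perturbed polyadenylation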
HSP90 inh = HSP90 refolding inhibition in rabbit reticulocyte lysate; 0.91% of 290,000 active; inhibition, % at 5.6 µM; luciferase refolding luminescence, 3 h;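 active = inhibition above the screen-wide mean plus 3 SD, computed separately per campaign, cut at about 16% in these data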;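 note: 0% = DMSO wells and 100% = 60 µM geldanamycin wells; inhibitors lower the luminescence because luciferase stays unfolded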
HSF1 inh = HSF1 inhibition; 0.77% of 300,000 active; NIH3T3-HGL HSE-luciferase, MG132-induced, luminescence 8 h; stronger effect = lower value; AID 2098; activity change, negative = inhibition, % at 7.5 µM (by protocol);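 active = more than half of replicate wells show activity change below -50%, luminescence cut by over half; inconclusive = some wells, but at most half, below -50%; inactive = no replicate well below -50%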;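 note: luciferase reports HSF-1 transcriptional activity via heat shock element; 0% = median of DMSO wells and -100% = zero luminescence signal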
Dyrk1A ADPGlo = blocks rat Dyrk1A kinase activity | 0.43% of 310,000 active | AID 504441 | ADP-Glo luminescence, NFATc1 peptide | inhibition, % at 12.5 µM | Q63470; in the data active = inhibition above about 50%;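 note: plate controls were vehicle with enzyme for no effect and no enzyme for full effect; many of its hits are not listed in these tables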
AI-2 QS mod = modulators of Vibrio harveyi AI-2 quorum sensing system | Vibrio harveyi JMH597 AI-2 luminescence/OD600 ratio, 9 h; stronger effect = lower value; strain lacks LuxN and CqsS sensors; 0 = neutral-control median | activity change, % at 7.5 µM | 0.4% of 300,000 active | AID 2094; in the data active = activity change below about -75%, passing the limit was not always enough; inconclusive = no clear call, values can overlap the other calls;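 note: luminescence divided by OD600 gain over 9 h not by final OD600 alone; inactives centre near 13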
GSK3beta inhib = human GSK3beta kinase inhibition; activity score (negative = inhibition), % at 10 µM; P49841; 0.038% of 300,000 active; GST-GSK3beta kinase, ADP-Glo luminescence, 60 min; stronger effect = lower value; AID 2097;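 active = more than half of replicate wells score below -50%, meaning over 50% inhibition versus plate controls; inconclusive = some replicates but at most half score below -50%; inactive = no replicate scores below -50%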;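 note: 0% = median DMSO wells and -100% = median GW8510 positive control wells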
Target sequence (P49841 whole entry, looked up): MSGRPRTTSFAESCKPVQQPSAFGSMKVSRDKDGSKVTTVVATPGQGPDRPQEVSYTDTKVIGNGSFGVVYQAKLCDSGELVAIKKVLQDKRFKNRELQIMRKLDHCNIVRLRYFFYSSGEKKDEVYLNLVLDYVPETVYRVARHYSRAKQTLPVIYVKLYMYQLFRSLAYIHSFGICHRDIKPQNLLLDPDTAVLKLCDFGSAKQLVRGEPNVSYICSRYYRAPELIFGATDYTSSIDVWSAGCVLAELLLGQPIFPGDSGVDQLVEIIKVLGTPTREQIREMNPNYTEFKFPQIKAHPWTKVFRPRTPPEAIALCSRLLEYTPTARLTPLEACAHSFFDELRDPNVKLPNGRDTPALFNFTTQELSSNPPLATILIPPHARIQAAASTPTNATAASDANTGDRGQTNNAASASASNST
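test system = GST-tagged human GSK3beta kinase, cell-free | reagent = 25 µM ATP with peptide substrate | dosing = one dose of 10 µM per compound | schedule = 60 min reaction, RT | detection = luminescent ADP-Glo measurement of ADP formed | control set = DMSO neutral wells and GW8510 at 20 µM as positive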
HDAC3 inh = inhibitors of human histone deacetylase 3; 0.15% of 320,000 active; recombinant HDAC3, fluorogenic peptide/trypsin coupled, fluorescence; O15379; inhibition, % at 8.3 µM; AID 2718; in the data active = inhibition above about 26%, passing the limit was not always enough; inconclusive = no clear call, values can overlap the other calls
HSF1 activator = increases HSF-1 driven luciferase reporter signal | NIH3T3-HGL HSF-1 luciferase reporter, MG132, 8 h; 100% = twice DMSO control signal | AID 504408 | 1.7% of 300,000 active | activation, % at 9 µM;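 active = mean replicate activation of at least 50% with a set share of replicates each reaching 50%; inconclusive = only one of those two conditions met; inactive = mean below 50% and too few replicates reaching it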;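 note: 0% = median of the neutral control wells and 100% = twice that signal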
Numbers without * were called inactive; i = inactive; ? = inconclusive; . = not tested or not shown.

SMILES	GSK3A inh	Platelet DG rel	PolyA inhibitor	HSP90 inh	HSF1 inh	Dyrk1A ADPGlo	AI-2 QS mod	GSK3beta inhib	HDAC3 inh	HSF1 activator
O=C(/C=C(\c1ccccc1)n1cncn1)c1ccccc1	0.1	-6.3	i	-0.4	-2.7	1.0	6.4	3.2	4.5	-4.7
COc1ccc(C(=O)N2CCN(S(=O)(=O)c3ccc(Cl)cc3)CC2)cc1OC	-1.6	-1.8	i	2.7	-3.2	3.8	8.4	-2.9	4.8	31.3
CCN(CCCNC(=O)C1CCN(C(=O)c2cc3sccc3n2C)CC1)Cc1ccccc1	-1.0	-10.8	i	-1.7	-3.6	-2.0	30.5	-1.1	-3.3	11.9
O=C(CSc1nc(-c2ccccc2)c(-c2ccccc2)[nH]1)NCC1CCCO1 (centres undefined)	-1.2	-13.5	i	0.6	0.5	.	12.7	4.9	-2.5	0.3
O=C(c1coc(=O)c(Br)c1)N1CCCc2ccccc21	-0.4	0.4	i	0.5	5.9	9.2	-0.9	1.0	1.0	2.2
CSc1nc(N(C)C)nc(N(C#N)CCOC(C)=O)n1	1.0	0.8	i	-7.5	0.6	-0.1	16.4	0.5	-9.0	5.5
CCOc1ccc(NS(=O)(=O)c2ccc3[nH]c(=O)c(=O)[nH]c3c2)cc1	2.0	0.3	i	-4.2	-0.8	0.4	-13.4	-3.7	-3.8	-11.2
CC(C)(C)C1CCC(C(=O)NNC(=O)c2ccncc2)CC1 (centres undefined)	-0.2	13.5	i	.	7.1	4.0	-4.2	-4.5	0.7	9.2
Cc1ccc2nc(/C(C#N)=N/O)[nH]c2c1	3.0	-0.5	i	1.2	-10.0	33.2	30.5	-3.1	0.6	2.9
CN1CCc2c(sc3c2C(=O)NC(c2ccc4c(c2)OCO4)N3)C1 (centres undefined)	0.1	5.4	i	.	-0.2	-7.9	13.2	1.4	3.5	-4.1
COc1ccc(C(C[N+](=O)[O-])c2c(C)[nH]n(-c3ccccc3)c2=O)cc1 (centres undefined)	14.9	-5.3	.	26.5*	7.1	0.0	35.0	-8.0	-1.3	12.3
O=C(COc1cccc(Cl)c1)Nc1cc(S(=O)(=O)N2CCOCC2)ccc1N1CCOCC1	2.0	19.7	i	6.0	17.4	-2.6	21.2	-1.3	-4.3	6.7
COc1ccc(NS(=O)(=O)c2cccc(C(=O)NCC(c3ccc(OC)cc3)N3CCOCC3)c2)cc1 (centres undefined)	-3.0	-1.3	i	-1.5	-1.9	-4.9	19.3	1.9	1.9	2.3
Cc1c(C(=O)N2CCCCC2)c(S(=O)(=O)Nc2ccc(F)cc2F)c(C)n1C	-1.6	6.7	i	-2.8	-0.9	-5.8	15.8	1.6	2.0	-0.6
CCOC(=O)c1ccc(NC(=O)c2nc[nH]c2C(=O)N2CCN(C(=O)OC(C)(C)C)CC2)cc1	.	11.2	i	.	-0.2	.	0.9	0.8	.	-13.1
Fc1cccc(Nc2ncnc3sccc23)c1	-2.0	1.7	i	-0.7	0.9	3.1	7.9	-0.8	5.1	2.4
COc1ccc(NC(=O)c2cc3c(Cl)nc4ccccc4c3s2)cc1OC	-3.0	0.1	i	-2.8	8.0	-1.2	12.5	-0.5	0.1	9.7
COP(=O)(OC)C(NC(=O)Nc1ccccc1)c1ccccc1 (centres undefined)	-2.2	0.3	i	-2.1	2.0	4.3	39.0	-1.5	2.2	-6.3
COc1ccc(C2c3[nH]c4ccccc4c3CCN2C(=O)c2ccccc2C(C)=O)c(F)c1 (centres undefined)	-1.2	-2.8	i	0.6	7.3	-4.3	6.5	-1.3	3.7	20.1
CCCCNC(=O)CC1NCCNC1=O (centres undefined)	-3.7	-2.0	i	-1.2	-4.2	-51.4	16.4	2.1	1.1	4.6
O=S(=O)(N1CCOCC1)N1CCCN(S(=O)(=O)N2CCOCC2)CC1	-1.0	7.5	i	0.1	3.0	3.3	29.1	-1.3	-3.1	13.5
OCC1(CCCc2ccccc2)CCN(C2CCSCC2)CC1	-0.4	8.1	i	-4.4	23.0	3.2	29.0	0.9	5.7	73.8*
O=C(O)c1ccc(NS(=O)(=O)c2cccc3nsnc23)cc1	-4.4	-2.7	i	-3.0	-3.8	2.2	7.0	2.6	5.2	-6.2
CC(C)Nc1nnc(SCC(=O)/C=C2\N(C)c3ccccc3C2(C)C)s1	-0.8	5.2	i	-5.2	-5.7	-2.8	10.4	1.1	-1.8	-6.4
O=C(O)C1CCCN(S(=O)(=O)c2ccc(F)cc2)C1 (centres undefined)	0.2	0.6	i	6.6	-0.5	-5.2	20.7	5.5	-2.4	2.5
Cc1cccc(NC(=O)c2cc(S(=O)(=O)N3CCCCC3)c[nH]2)c1C	2.3	21.8	i	5.2	-8.1	7.2	-6.3	0.9	0.3	-18.0
CCCc1nc(SCC(=O)Nc2nnc(CC)s2)c2c(C)c(C)sc2n1	0.3	9.7	i	-1.4	9.3	1.3	-3.2	-0.6	6.9	10.0
O=C1CC(c2ccccc2)CC(O)=C1C=NCc1ccccc1Cl (centres undefined)	-6.7	1.2	i	-0.9	-3.6	31.0	5.2	0.8	0.0	7.1
O=C(Cc1ccc(Cl)cc1Cl)NC1CCCCCC1	-0.3	-13.9	i	-1.0	6.1	6.0	17.3	1.7	5.0	-10.4
COc1ccc(-c2csc(Nc3ncccc3C)n2)cc1OC	-13.5	3.2	i	1.6	0.6	6.4	-14.2	-0.7	0.1	15.6
COC(=O)c1ccccc1NC(=O)Nc1c(C)n(C)n(-c2ccccc2)c1=O	0.7	-1.7	i	-1.6	1.3	-5.0	25.0	1.0	-6.8	-10.1
Nc1ccc2c(c1)C(=O)N(c1cccc3ccccc13)C2=O	-4.2	-10.3	i	-4.3	1.0	0.7	23.8	2.0	-7.0	0.7
CCOC(=O)c1c(C)[nH]c(C(=O)COC(=O)COc2ccccc2C=O)c1C	-1.3	4.9	i	-8.4	3.4	-6.8	-10.1	-3.1	4.8	-3.7
Cc1nc2ccc(S(=O)(=O)NCC(=O)Nc3cccc(F)c3)cc2s1	-3.9	3.2	i	0.8	-2.9	-0.3	10.2	4.0	1.0	4.3
Cc1ccnc(SCC(=O)O)n1	-4.0	-4.6	i	2.8	-3.8	-6.7	5.6	1.5	0.9	2.0
Cn1c(CSCc2ccccc2)n[nH]c1=S	-1.5	13.7	i	1.2	-4.4	6.0	21.8	-3.2	-2.5	4.8
COc1ccc(-n2c(C)nc3c(cnn3-c3ccccc3)c2=O)cc1	-1.6	-6.6	i	-1.7	-2.9	-4.1	-13.4	1.1	1.3	5.4
O=C(NNC(=O)c1csc(-c2cnccc2C(F)(F)F)n1)c1ccc(C(F)(F)F)cc1	-2.2	-8.7	i	1.9	0.5	.	16.9	-4.8	-0.4	-0.7
Cc1nc(C)c(-c2csc(N)n2)s1	-3.6	-0.4	i	1.1	-10.7	0.9	-0.1	-1.8	-2.6	-3.5
CCc1nnc(NC(=O)CSc2nnc(-c3ccoc3C)n2-c2ccccc2)s1	-24.7	-1.1	i	2.0	-0.4	2.5	-22.8	2.3	-2.4	13.3
Cc1cc(CN(C)C(=O)c2ccc(OC3CCN(S(=O)(=O)N(C)C)CC3)cc2)n[nH]1	-4.1	7.7	i	3.4	-4.9	2.7	10.9	-1.4	-2.5	-3.2
Cc1ccn2c(CNCc3cnn(C)c3)c(C(=O)N3CCCCCC3)nc2c1	-2.2	-2.5	i	-1.4	-2.8	-0.6	18.5	.	-1.5	-8.1
Cn1c(=O)c(C(=O)NNC(=O)c2ccc(Br)cc2)c(O)c2ccccc21	0.7	-14.2	i	-4.5	-15.1	6.3	28.1	0.6	0.8	-8.9
CCC(CC)c1nnc(NC(=O)CCc2ccccc2)s1	0.5	5.4	i	-0.5	-4.3	0.1	15.2	-5.0	2.0	11.6
COCCCN1C(=O)c2ccc(C(=O)NCCc3ccccc3)cc2C1=O	0.2	3.9	i	22.1*	-0.7	-1.1	27.7	2.6	-0.6	23.4
Cc1cc(C(F)F)n2nc(C(=O)Nc3cccc(S(=O)(=O)N4CCOCC4)c3)nc2n1	-0.1	2.1	i	-2.3	0.0	-5.1	33.1	1.0	3.0	-5.2
COc1ccc(/C=N/N2C(=O)CN(C(=O)c3ccccc3)C2c2ccc(OC)cc2)cc1 (centres undefined)	-2.9	6.0	i	3.2	-28.9	.	13.8	2.0	8.1	-36.5
Cc1cc(NC(=O)c2c(Cl)cccc2Cl)no1	-0.8	?	i	6.3	2.2	-4.3	7.8	0.6	2.4	-0.8
O=C(c1ccc(F)cc1Cl)N(c1ccccn1)C1CCCCC1	-0.2	0.2	i	-0.2	-2.9	7.2	-2.8	-0.3	-5.5	-6.9
Clc1ccccc1Sc1cnc2ccccc2n1	-1.0	1.2	i	0.0	16.7	3.3	16.0	-2.0	6.5	5.9
N#C/C(=C(/O)COC(=O)CCC1CCCCC1)c1nc2ccccc2[nH]1	0.6	0.8	i	-1.0	-14.7	-1.9	22.2	-8.3	-5.6	-26.3
O[C@@H]1COC(Nc2ccc(N=Nc3ccccc3)cc2)C[C@@H]1O (some centres undefined)	1.4	5.6	i	-1.7	10.4	.	2.8	1.4	-2.1	16.8
Cc1cccc(C)c1NC(=O)C(c1ccccc1)N1CCC1=O (centres undefined)	-4.3	7.8	i	0.3	-7.1	-10.2	-8.9	-1.4	-0.2	-24.2
CCOC(=O)N1CCN(C(=O)CCn2c(=O)[nH]c3ccsc3c2=O)CC1	1.7	2.1	i	2.4	-0.6	-5.2	25.9	-2.4	1.0	-6.9
Cc1ccc(C)c(N(C(=O)CNC(=O)c2ccco2)C(C(=O)NCC2CCCO2)c2ccccc2)c1 (centres undefined)	2.3	6.7	i	-0.2	-4.3	-5.5	13.6	3.2	1.7	4.7
O=C(O)c1cccc(CSc2nc(-c3ccccc3)cc(C(F)(F)F)n2)c1	.	0.8	i	-2.5	4.6	1.9	35.2	-1.5	.	-6.2
CN1CCN(C2=Cc3ccccc3Sc3cc(F)ccc32)CC1	2.3	-1.4	i	1.8	-3.8	-11.7	-2.0	1.5	-9.0	0.7
Cc1ccc(C)c(C(=O)CN2C(=O)c3ccccc3S2(=O)=O)c1	-2.8	1.1	i	-9.7	2.7	-8.2	27.0	-0.4	-6.3	-10.1

Bioassay records from PubChem BioAssay.

The list is partial, so the mix of outcomes need not match the whole.
